Hck Nef HTS – inhibitors of Nef-activated human Hck kinase, primary screen, biochemical, Z-Lyte FRET, 384-well, Hck-YEEI; Recombinant Hck-YEEI plus Nef, Z-Lyte FRET kinase assay; inhibition, % at 20 µM; 220,000 tested, 0.68% active; AID 463187, 2010;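 active = Hck-Nef kinase inhibition above about 50%, limit read from the data; inactive = inhibition below that limit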;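 note: 0% = DMSO with Hck plus Nef and 100% = Hck alone without Nef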
RBBP9 inh – human RBBP9 inhibitors, primary screen, biochemical, fluorescence polarization, FP-Rh probe, HTS | Serine hydrolase RBBP9 (Homo sapiens), O75884 | recombinant RBBP9 | inhibition, % at 7.94 µM | 220,000 tested, 0.2% active;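 active = inhibition above the campaign mean of all tested compounds plus 3 SD, cut at about 14% in these data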;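 note: plate controls were DMSO wells with RBBP9 for no effect and wells lacking RBBP9 protein for full effect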
Target sequence (O75884 whole entry, looked up): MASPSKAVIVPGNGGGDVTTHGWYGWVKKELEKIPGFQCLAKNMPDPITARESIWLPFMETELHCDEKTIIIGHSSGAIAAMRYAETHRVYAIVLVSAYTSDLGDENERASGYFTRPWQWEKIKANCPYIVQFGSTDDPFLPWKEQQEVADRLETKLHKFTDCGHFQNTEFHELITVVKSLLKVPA
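Test system: recombinant human RBBP9. Quantity: 2.5 µM RBBP9 dispensing solution, before mixing. Detection: FP readout at 525/598 nm. Reagent: Serine-hydrolase probe FP-Rh, 375 nM pre-mixing. Measure: % inhibition. Control set: DMSO-treated enzyme wells and wells lacking RBBP9. Buffer or medium: Tris-NaCl-Pluronic buffer, pH 8.0. Times: preincubation 30 min plus labeling 45 min at 25 °C.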
NPY-Y2 PAM-ag – NPY-Y2 potentiators or agonists, primary screen, cell-based; Neuropeptide Y receptor type 2 (Homo sapiens), P49146; cells expressing NPY-Y2, potentiator/agonist read-out; activation, % at 3.6 µM; 220,000 tested, 0.45% active; in the data active = activation above about 27%;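 note: cells stimulated with NPY near EC25 plus isoproterenol at EC100; 0% = vehicle plus submaximal agonist and 100% = vehicle plus saturating agonist; some results beyond the cut were filed as inactive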
NPY1 pot ag – NPY-Y1 receptor potentiators or agonists, primary screen, cell-based; Neuropeptide Y receptor type 1 (Homo sapiens), P25929; NPY-Y1 expressing cells, potentiator/agonist activation; activation, % at 3.6 µM; 220,000 tested, 0.37% active; AID 1304, 2008; in the data active = activation above about 33%, passing the limit was not always enough;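 note: cells stimulated with NPY at EC10 then isoproterenol at EC100; 0% = low agonist plus stimulus and 100% = saturating agonist plus stimulus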
p97 ATPase inh – inhibitors of human p97 ATPase, primary screen, biochemical; 220,000 tested, 0.42% active; recombinant p97 ATPase, Kinase-Glo ATP luminescence, 3 h; Transitional endoplasmic reticulum ATPase (Homo sapiens), P55072; inhibition, % at 8 µM; in the data active = inhibition above about 15%;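 note: 0% = DMSO vehicle and 100% = wells lacking enzyme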
Target sequence (P55072 whole entry, looked up): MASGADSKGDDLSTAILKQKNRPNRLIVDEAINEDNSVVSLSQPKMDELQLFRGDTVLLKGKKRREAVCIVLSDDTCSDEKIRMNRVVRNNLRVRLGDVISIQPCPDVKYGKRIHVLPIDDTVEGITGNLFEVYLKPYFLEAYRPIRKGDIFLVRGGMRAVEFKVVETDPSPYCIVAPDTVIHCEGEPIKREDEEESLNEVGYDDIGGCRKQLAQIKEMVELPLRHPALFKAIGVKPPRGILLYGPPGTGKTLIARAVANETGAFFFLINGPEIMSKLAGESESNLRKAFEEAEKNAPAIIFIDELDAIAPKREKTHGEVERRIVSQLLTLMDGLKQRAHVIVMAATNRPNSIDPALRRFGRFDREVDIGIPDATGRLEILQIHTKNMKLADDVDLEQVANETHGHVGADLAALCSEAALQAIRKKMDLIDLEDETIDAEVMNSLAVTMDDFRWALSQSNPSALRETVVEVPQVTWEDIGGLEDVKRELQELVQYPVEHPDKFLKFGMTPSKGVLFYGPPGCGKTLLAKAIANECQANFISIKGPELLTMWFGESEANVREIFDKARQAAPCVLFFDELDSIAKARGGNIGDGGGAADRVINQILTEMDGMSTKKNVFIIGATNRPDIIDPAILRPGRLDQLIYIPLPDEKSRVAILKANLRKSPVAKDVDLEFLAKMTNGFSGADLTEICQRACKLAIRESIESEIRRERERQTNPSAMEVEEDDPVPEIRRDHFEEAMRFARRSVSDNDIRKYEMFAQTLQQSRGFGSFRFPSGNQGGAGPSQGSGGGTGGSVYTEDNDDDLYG
Mdm2 ligase inh – MDM2-luciferase reporter signal enhancers, primary screen, MDM2 E3 ligase inhibitor project, cell-based, luminescence, 1536-well; E3 ubiquitin-protein ligase Mdm2 (Homo sapiens), Q00987; cell-based MDM2 ubiquitination luciferase reporter, 2 h; 0 = plate control, 100 = twice control, blank-subtracted; signal enhancement, % at 5 µM; 210,000 tested, 0.11% active;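 active = signal enhancement of 30% or more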;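 note: luminescence tracks abundance of the self-degrading MDM2-luciferase fusion protein; higher signal means inhibition of MDM2 E3 ligase activity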
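Buffer or medium: Cells held in DMEM | Assay system: Stable mammalian line carrying autodegrading MDM2–luciferase fusion reporter | Quantity: 2000 cells/well | Times: 4 h settle plus 2 h compound, 37 °C | Doses: One concentration, 5 µM, with 0.2% DMSO | Technique: Luminescence with SteadyLite reagent, 15 min at room temperature | Benchmarks: Plate controls and plate blanks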
Runt-SMMHC FRET – inhibitors of RUNX1 Runt–CBFb-SMMHC binding, primary screen, biochemical, FRET, Cerulean-Runt, Venus-CBFb-SMMHC, uHTS | inhibition, % at 20 µM | Runt-related transcription factor 1 (Homo sapiens) + Core-binding factor subunit beta … | Cerulean-Runt/Venus-CBFb-SMMHC FRET ratio 530/480, 1 h | 220,000 tested, 0.74% active;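 active = mean inhibition across duplicate retests at 20 µM reaching about 50%, limit read from the data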;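 note: 0% = DMSO wells and 100% = wells with excess untagged CBFb-SMMHC; inhibitors lower the FRET ratio by blocking Runt binding to CBFb-SMMHC; some results filed as inactive read as strong as hits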
Runt-CBFb FRET – inhibitors of RUNX1 Runt–CBFb binding, primary screen, biochemical, FRET, Cerulean-Runt, Venus-CBFb, uHTS. Runt-related transcription factor 1 (Homo sapiens) + Core-binding factor subunit beta …. Cerulean-Runt/Venus-CBFb FRET ratio 530/480, 1 h. inhibition, % at 20 µM. 220,000 tested, 0.46% active. AID 1496, 2009;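 active = inhibition over about 50% at 20 µM in the single-dose screen, limit read from the data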;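 note: 0% = DMSO wells and 100% = excess unlabeled CBFb competitor control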
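test system = Cerulean-tagged RUNX1 Runt domain (FRET donor) fusion protein | reagent = Venus-CBFb binding partner, 100 nM | incubation = protein complex preformed 1 h, compound exposure 1 h, room temperature, dark | detection = FRET fluorescence | read-out basis = loss of energy transfer signal | controls = 5 µM unlabeled CBFb as full-inhibition high control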
NPY Y1 blocker – NPY-Y1 receptor antagonists, primary screen, cell-based. 200,000 tested, 1% active. Neuropeptide Y receptor type 1 (Homo sapiens), P25929. AID 1040, 2008. HEK293-CNG Y1 cells, membrane potential fluorescence; NPY at EC95, then isoproterenol. inhibition, % at 3.6 µM;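 active = inhibition above the campaign mean inhibition of all tested compounds plus 3 SD, cut at about 20% in these data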;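 note: 0% = DMSO wells given NPY plus isoproterenol and 100% = isoproterenol alone without NPY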
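Material: HEK293 cells with Y1 receptor plus CNG channel; times: compound incubation 1 h at room temperature, readout 45 min post-stimulation; signal: fluorescence, membrane potential probe; read-out basis: fluorescence ratio normalized to % inhibition between controls; benchmarks: full-block control isoproterenol-only wells, zero-block control NPY plus isoproterenol wells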
An asterisk follows results filed as active; nt = not tested or not shown. No enrichment for hits; overall some 3.5% were active at least once.

SMILES,Hck Nef HTS,RBBP9 inh,NPY-Y2 PAM-ag,NPY1 pot ag,p97 ATPase inh,Mdm2 ligase inh,Runt-SMMHC FRET,Runt-CBFb FRET,NPY Y1 blocker
CC(C)C1(C)C(=O)N=C2c3ccccc3C(=O)N21 (stereo unspecified),2,-1,11,12,7,-2,-2,1,0
CCN(CC)S(=O)(=O)c1cccc(C(=O)Oc2cccnc2)c1,0,-8,1,1,0,-19,0,-1,1
CCOC(=O)CN(Cc1sccc1C)C(=O)Nc1ccc(OCC)cc1,3,1,-5,-24,4,-4,0,3,-5
O=C(NCc1ccccn1)C(=O)N/N=C/c1ccccc1O,14,8,4,6,6,nt,-9,1,nt
CCCCNC(=O)Cn1c(=O)oc2cc(S(=O)(=O)N3CC(C)CC(C)C3)ccc21 (stereo unspecified),1,-12,9,6,-5,-8,2,1,-2
CCC(Sc1nc(N)cc(N)n1)C(=O)O (stereo unspecified),6,-2,-9,-22,2,-7,-6,1,-1
Cc1c(NC(=S)NC(=O)COc2ccccc2)c(=O)n(-c2ccccc2)n1C,2,-1,0,23,4,nt,5,3,1
Cn1c(N)c(C(=O)COC(=O)C2CCN(S(=O)(=O)c3cccs3)CC2)c(=O)n(C)c1=O,12,5,11,17,3,nt,2,-1,nt
CC(=O)Nc1cccc(NS(=O)(=O)Cc2ccc(Cl)cc2)c1,5,-5,-4,-4,-4,-9,-4,1,0
O=C(O)CC1S/C(=N/N=C/c2ccc(Br)cc2)N(c2ccccc2)C1=O (stereo unspecified),-1,10,-3,-15,-1,-16,-1,-2,4
O=C(c1ccc2c(c1)OCO2)N1CCN(C(=O)c2ccco2)CC1,-10,-11,-6,14,-3,-6,-2,-1,1
CCOC(=O)C1CCCN(CC(=O)Nc2c(C(=O)OC)[nH]c3ccccc23)C1 (stereo unspecified),0,-10,-2,-13,-3,8,1,1,-2
O=C1c2ccccc2C(=O)c2c1ccc1c(=O)n(-c3ccccc3)[nH]c21,4,-7,-7,-9,0,1,4,-2,0
CSc1ncccc1C(=O)Nc1ccc(OC(F)(F)F)cc1,21,-7,5,-16,4,-6,2,-2,3
CCOc1cccc2cc(-c3nnc(NCc4ccc5c(c4)OCO5)s3)c(=O)oc12,0,-2,-2,-6,6,-1,-45,-127,-1

Next section.
SMILES,Hck Nef HTS,RBBP9 inh,NPY-Y2 PAM-ag,NPY1 pot ag,p97 ATPase inh,Mdm2 ligase inh,Runt-SMMHC FRET,Runt-CBFb FRET,NPY Y1 blocker
CCC1(C)Cc2ccccc2-c2nc3n(c(=O)c21)CCS3 (stereo unspecified),2,-11,16,16,-7,-9,5,-4,-6
COc1ccc(CNC(=O)C(OC(=O)c2nsc(Cl)c2Cl)C(C)C)cc1 (stereo unspecified),19,-9,3,2,0,-10,1,-1,0
CCOc1ccccc1C(=O)N(C)Cc1cc2ccccc2[nH]c1=O,1,-7,-1,-6,4,5,4,-3,-1
Cc1cccc(C)c1NC(=O)N1C2CCC1CC(O)(c1cccnc1)C2 (stereo unspecified),18,-3,-6,1,5,-12,1,0,-1
Cc1nc2sc(C(c3ccc(C(C)C)cc3)N3CCN(CCO)CC3)c(O)n2n1 (stereo unspecified),-8,8,0,2,-4,-5,-1,-1,8
CC1CCCC(C)N1C(=O)CSc1nnc(-c2cccs2)o1 (stereo unspecified),1,-7,-5,6,3,-21,0,1,5
S=C(NCCc1ccccc1)Nc1ccc(Br)cc1,1,-5,13,9,-1,-11,2,2,-1
COc1ccc(-n2c(-c3ccccc3)c[n+]3c2CCC3)cc1,27,-6,12,14,2,-22,0,1,nt
CCOc1ccc(Br)cc1-c1noc(-c2cccs2)n1,-8,0,-22,-35,2,-6,-2,-2,12
CCCN1CC(O)=C(C#N)C1=O,12,-10,3,20,7,-6,1,0,0
CCCOc1cccc(C(=O)NC(=S)Nc2ccc(N3CCN(C)CC3)cc2)c1,-3,0,-8,9,-4,-36,-2,3,-1
CC(C)C(=O)NC(=S)Nc1ccccc1F,-1,-4,0,1,-1,-4,-3,-2,6
COCCn1nnnc1CN1CCC(Cc2ccccc2)CC1,0,-7,-8,-10,-4,-6,1,-2,-5
Cc1cc(C(=O)N/N=C2\CC(=O)c3ccccc32)c(C)n1-c1ccc(F)cc1,53*,-3,-6,19,7,11,-8,-4,nt
CCCn1nnc(NCc2ccc(OCc3cccs3)c(OC)c2)n1,-1,0,1,36,2,16,-4,0,-2

(list continues)
SMILES,Hck Nef HTS,RBBP9 inh,NPY-Y2 PAM-ag,NPY1 pot ag,p97 ATPase inh,Mdm2 ligase inh,Runt-SMMHC FRET,Runt-CBFb FRET,NPY Y1 blocker
Cc1ccc(Cl)cc1NC(=O)c1cccc(OC(F)F)c1,5,-8,-7,-14,0,-6,0,1,2
COC(=O)c1cn(Cc2c(C)cc(C)cc2C)nn1,2,-5,-6,1,-5,5,-1,-2,0
Cc1cccc(C)c1NC(=S)NC1CCCCC1,-1,-10,-11,0,6,0,-2,-1,-5
CSc1nc2ccc3nc(NC(=O)c4ccc(Cl)s4)sc3c2s1,4,-10,3,13,0,-23,-6,-3,-4
C=CCn1c(SCC(=O)c2ccc(CNC(C)=O)o2)nc2ccccc2c1=O,0,2,8,5,3,5,-8,3,13
O=C1/C(=C/c2cccc([N+](=O)[O-])c2)CCc2ccccc21,8,1,-10,-22,0,-7,0,-2,0
COc1ccc(N(C(=O)CS(=O)CC(=O)Nc2ccc(F)cc2)C(C(=O)NC2CCCCC2)c2cccs2)cc1 (stereo unspecified),1,-7,-3,-41,-4,-5,3,-5,-1
Nc1cc(Cl)ccc1N1CCCC1,17,-5,4,9,2,-2,0,4,9
Cc1ccc(C(C(=O)NC2CCCC2)N(Cc2cccs2)C(=O)c2csnn2)o1 (stereo unspecified),-7,-3,-3,-9,-6,-4,nt,nt,7
CC1CCCC(NC(=S)Nc2ccc(SC(F)F)cc2)C1C (stereo unspecified),4,-9,-2,-12,0,-8,4,0,8
CC(=O)NCc1ccc(S(=O)(=O)NC(C(=O)O)C(C)C)cc1 (stereo unspecified),20,-6,4,9,5,1,2,1,2
O=C(O)/C=C/C(=O)NC1CCCCCCCCCCC1,-7,11,16,13,-9,1,-3,0,nt
Cc1ccc(C(=O)C(OC(=O)COc2ccccc2C)c2ccccc2)cc1 (stereo unspecified),-1,-2,-6,-20,-1,2,-4,-5,5
CC1CCC2C(C1)c1sc(=O)[nH]c1SC2(C)C (stereo unspecified),2,-4,14,19,1,-6,8,9,7
O=C(CSc1nnc(-c2ccco2)n1CC1CCCO1)c1ccc(F)cc1 (stereo unspecified),1,1,21,-5,2,-11,-1,3,2

Continued:
SMILES,Hck Nef HTS,RBBP9 inh,NPY-Y2 PAM-ag,NPY1 pot ag,p97 ATPase inh,Mdm2 ligase inh,Runt-SMMHC FRET,Runt-CBFb FRET,NPY Y1 blocker
O=C(COc1ccc(C(=O)NCCc2ccccc2)cc1)Nc1ccccc1,5,-4,4,6,-1,-2,-2,2,-4
CC(=O)NC(C)C(=O)OCC(=O)c1ccc(-c2ccccc2)cc1 (stereo unspecified),10,-9,-3,-9,-4,-17,1,-1,1
CCOC(=O)C1=C(O)C(=O)N(CCCn2ccnc2)C1c1ccc(C)cc1 (stereo unspecified),17,-1,-15,7,0,9,-2,-2,0
COc1ccc(-c2c[n+]3c(n2-c2ccccc2)SCC3)cc1,24,-2,-14,12,3,-13,-3,-1,nt
COc1cccc(NC(=O)COC(=O)c2ccccc2C(=O)N2CCN(c3ccccc3)CC2)c1,13,-2,7,3,0,5,-4,0,7
COC(=O)c1sc(N)c(C(=O)OC)c1COC(=O)CCNS(=O)(=O)c1ccc(C)cc1,2,-8,7,14,5,-14,-2,-3,-3
COc1ccccc1NC(=O)c1ccc(NC(=O)Cc2n[nH]c(=O)c3ccccc23)cc1,-18,-7,-15,-9,-13,1,-3,3,nt
CCCn1c(SCC(=O)c2cc(C)c(C)cc2C)n[nH]c1=O,-4,-7,11,4,2,1,1,6,-5
Cc1nn(-c2ccccc2)c(N2CCCC2)c1/C=C1\N=C(c2ccccc2)OC1=O,1,-6,9,-17,1,-6,-42,-21,0
CC(=O)c1c(C(C)=O)c(C)n(-c2nc(-c3ccccc3)c(C)s2)c1C,1,-6,3,1,-1,-10,-1,0,2
O=C(NNC(=O)c1ccccc1)C(=O)N1CCCCC1,1,-5,-2,7,5,-2,0,2,4
CCC(CC)C(=O)Nc1ccc(C)cc1O,20,-5,5,-6,0,-7,-2,-1,4
O=C(N/N=C/c1ccc(O)cc1)c1cccc(N/N=C/c2ccc(O)cc2)c1,7,0,-21,-12,17*,-15,-2,1,nt
COc1ccc(S(=O)(=O)N(C(=O)c2ccco2)c2cc3sc(=O)oc3c3ccccc23)cc1,3,29*,9,14,6,13,43,9,0
O=P(O)(c1ccc(Cl)cc1)c1ccc(Cl)cc1,1,5,4,-50,9,7,1,0,5

Following part
SMILES,Hck Nef HTS,RBBP9 inh,NPY-Y2 PAM-ag,NPY1 pot ag,p97 ATPase inh,Mdm2 ligase inh,Runt-SMMHC FRET,Runt-CBFb FRET,NPY Y1 blocker
CCOC(=O)Nc1ccc2c(COC(=O)CNS(=O)(=O)c3ccc(NC(C)=O)cc3)cc(=O)oc2c1,-22,-9,-7,-2,-5,-9,-2,0,3
CCn1c(=O)n(CC)c2cc(S(=O)(=O)Nc3cc(C)cc(C)c3C#N)ccc21,0,6,-14,6,-1,-8,1,-1,1
N/C(=N\OC(=O)CN1C(=O)c2ccccc2C1=O)c1ccc(Cl)cc1,28,0,-4,-6,3,nt,-4,-3,5
NC(=O)c1cc(C(N)=O)nc(Cl)n1,2,-7,-14,30,12,-9,-2,1,nt

Screens deposited in PubChem BioAssay by several laboratories.
